Screening results deposited in PubChem BioAssay by National Center for Advancing Translational Sciences (NCATS).
TDP1 cell noCPT = qHTS for Inhibitors of human tyrosyl-DNA phosphodiesterase 1 (TDP1): qHTS in cells in absence of CPT | DT40 Tdp1-/- hTDP1 cells, no CPT, ATP luminescence, 48 h | Potency, µM (series often up to 46.2 µM), for the others: at the top dose activity change, negative = growth inhibition, usual class: inhibitors | 420,000 tested, 15% active | AID 686978, 2013; also: nearly all actives have a fitted effect of over 55% in size
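Chicken DT40 Tdp1-/- cells complemented with human TDP1, screened without camptothecin (DMSO vehicle only), 400 cells/well. Compounds pin-transferred, cells incubated at 37 °C for at least 48 hr. Growth read as ATP-dependent luminescence (CellTiter-Glo, 30 min at RT).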
KAT2A inh = inhibitors of human GCN5L2 histone acetyltransferase | 390,000 tested, 0.21% active | Q92830 | GCN5L2 HAT assay, ThioGlo1 CoA-SH fluorescence | Potency, µM (titrated, usually from 58.9 µM), inactives show at the top dose activity change, negative = inhibition, hits mostly inhibitors
Target sequence (Q92830 whole entry, looked up): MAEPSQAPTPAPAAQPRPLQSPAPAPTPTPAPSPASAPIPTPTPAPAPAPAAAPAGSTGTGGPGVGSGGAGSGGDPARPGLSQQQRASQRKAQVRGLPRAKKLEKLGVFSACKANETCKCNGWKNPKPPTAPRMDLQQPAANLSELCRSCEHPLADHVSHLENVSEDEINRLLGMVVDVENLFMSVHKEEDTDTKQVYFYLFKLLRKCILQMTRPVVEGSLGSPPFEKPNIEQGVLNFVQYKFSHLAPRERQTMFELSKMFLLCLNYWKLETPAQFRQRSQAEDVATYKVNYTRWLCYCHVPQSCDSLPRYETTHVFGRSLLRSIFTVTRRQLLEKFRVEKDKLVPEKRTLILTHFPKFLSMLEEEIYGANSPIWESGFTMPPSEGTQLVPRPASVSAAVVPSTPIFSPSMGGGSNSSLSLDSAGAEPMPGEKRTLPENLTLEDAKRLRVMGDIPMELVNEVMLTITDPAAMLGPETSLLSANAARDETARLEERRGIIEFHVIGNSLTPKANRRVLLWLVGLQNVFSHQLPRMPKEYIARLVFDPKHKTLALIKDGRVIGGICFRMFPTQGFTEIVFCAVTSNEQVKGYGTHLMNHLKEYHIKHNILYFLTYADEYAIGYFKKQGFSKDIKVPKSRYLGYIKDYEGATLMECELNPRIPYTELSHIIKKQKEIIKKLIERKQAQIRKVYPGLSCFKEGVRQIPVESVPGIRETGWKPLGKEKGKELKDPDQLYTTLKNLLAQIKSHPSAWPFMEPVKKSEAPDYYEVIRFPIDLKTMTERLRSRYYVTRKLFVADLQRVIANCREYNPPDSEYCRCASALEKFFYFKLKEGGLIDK
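ThioGlo1-coupled HAT assay: 20nM GCN5L2, 70uM acetyl-CoA, 75uM H3(1-25) peptide, pH 7.5. Fluorescence read at 340/540nm at start and after 20 min at room temperature.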
TDP1 cell CPT = DT40-hTDP1 cell growth loss with CPT | chicken DT40 Tdp1-/-;hTDP1 cells + 20 nM CPT, ATP luminescence, 48 h | Potency, µM (titrated, usually from 46.2 µM), without a hit: at the highest dose activity change, negative = growth inhibition, most hits filed as inhibitors | 420,000 tested, 12% active | AID 686979; also: nearly all actives have a fitted effect of over 55% in size
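Cell growth measured by CellTiter-Glo luminescence after a minimum 48 h, 37 C compound exposure with 20 nM CPT in Tdp1-knockout DT40 cells stably expressing hTDP1, seeded 400/well; qHTS titration format.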
Numbers without * were called inactive; & = joins results of further samples; ! = not confirmed by another sample; [ ] = remark or other dose. Calls follow the shape of the dose curve; as a rule, active = well fitted curve in the direction sought with a large enough effect; inconclusive = small, poorly fitted or top-dose-only effect, or another doubt; inactive = no such curve, though single readings can be large; an effect the other way counts as inactive or inconclusive. % is scaled to controls: 0 for no effect and ±100 for the full control effect; potency is read from the fitted curve at half-maximal effect.

`CC(C)C[C@H]1CN([C@@H](CC(C)C)CN2CCCC2CN2C(=S)NC[C@@H]2Cc2ccc(O)cc2)C(=S)N1CC1CCCCC1` (stereo not given in full) gave TDP1 cell noCPT inconclusive and TDP1 cell CPT inconclusive.
Screening O=C1C=CC(=O)c2c(O)c(CO)c(CO)c(O)c21 returned TDP1 cell noCPT 2.9µM* and TDP1 cell CPT 2.1µM*.
`CCOC(=O)C1=CC[C@@H](c2ccc([N+](=O)[O-])cc2)N(S(=O)(=O)c2ccc(C)cc2)[C@H]1c1ccccc1` gave TDP1 cell noCPT inconclusive and TDP1 cell CPT inconclusive.
Screening CN(CCc1cnn(C)c1)Cc1nc(CC2CC2)no1 returned TDP1 cell noCPT -18%, KAT2A inh -6% and TDP1 cell CPT -7%.
`O=C1CC(c2ccccc2)CC(O)=C1C=NCCc1ccccc1` (stereo not given) gave TDP1 cell noCPT -20%, KAT2A inh -4% and TDP1 cell CPT -20%.
Screening O=C(NC1CCCC1)C(c1ccc(F)cc1)N1CCC(O)(c2ccc(Cl)cc2)CC1 (stereo not given) returned TDP1 cell noCPT inconclusive and TDP1 cell CPT inconclusive.
`COc1cc(OC)c(/C=C/c2ccncn2)c(OC)c1` gave TDP1 cell noCPT inconclusive and TDP1 cell CPT inconclusive.
CSc1ncccc1C(=O)OCn1nnc2ccccc2c1=O was read as TDP1 cell noCPT -1%, KAT2A inh -7% and TDP1 cell CPT -26%.
C=CCn1c(SCC(=O)N(CC)C2CCS(=O)(=O)C2)nc2sc3c(c2c1=O)CCC3 (stereo not given) was read as TDP1 cell noCPT inconclusive, KAT2A inh 0% and TDP1 cell CPT inconclusive.
`COc1ccc2c(-c3ccccc3)cc(SC(C)C(N)=O)nc2c1` (stereo not given) gave TDP1 cell noCPT inconclusive, KAT2A inh -8% and TDP1 cell CPT -3%.
`Cc1cccc(-n2c(SCc3ccc([N+](=O)[O-])cc3)nnc2-c2c[nH]c3ccccc23)c1` gave TDP1 cell noCPT inconclusive, KAT2A inh -16% and TDP1 cell CPT inconclusive.
CCN(CC)C(=O)c1cccc(-c2csc(C(NC(C)=O)c3ccccc3)n2)c1 (stereo not given) was read as TDP1 cell noCPT inconclusive and TDP1 cell CPT inconclusive.
`CCN(C(=O)COC(=O)c1[nH]c(C)c(C(C)=O)c1C)c1c(N)n(Cc2ccccc2)c(=O)[nH]c1=O` gave TDP1 cell noCPT -1%, KAT2A inh -14% and TDP1 cell CPT 0%.
Screening CC(OC(=O)C1=Cc2ccccc2OC1)C(=O)NC1CCCC1 (stereo not given) returned TDP1 cell noCPT inconclusive, KAT2A inh -6% and TDP1 cell CPT -23%.
For Oc1cccc(Nc2nc(O)c(/C=C3\C=Nc4ccccc43)s2)c1 the results were TDP1 cell noCPT inconclusive, KAT2A inh -4% and TDP1 cell CPT inconclusive.

The list goes on, starting with the last four of the part before.
CCN(CC)C(=O)c1cccc(-c2csc(C(NC(C)=O)c3ccccc3)n2)c1 (stereo not given) was read as TDP1 cell noCPT inconclusive and TDP1 cell CPT inconclusive.
`CCN(C(=O)COC(=O)c1[nH]c(C)c(C(C)=O)c1C)c1c(N)n(Cc2ccccc2)c(=O)[nH]c1=O` gave TDP1 cell noCPT -1%, KAT2A inh -14% and TDP1 cell CPT 0%.
Screening CC(OC(=O)C1=Cc2ccccc2OC1)C(=O)NC1CCCC1 (stereo not given) returned TDP1 cell noCPT inconclusive, KAT2A inh -6% and TDP1 cell CPT -23%.
For Oc1cccc(Nc2nc(O)c(/C=C3\C=Nc4ccccc43)s2)c1 the results were TDP1 cell noCPT inconclusive, KAT2A inh -4% and TDP1 cell CPT inconclusive.
For COc1ccccc1CN1CC(C(=O)N2CCCCCCC2)CCC1=O (stereo not given) the results were TDP1 cell noCPT -15%, KAT2A inh -6% and TDP1 cell CPT -4%.
For O=C(C1CCN(Cc2ccccc2)CC1)N1CCCC1 the results were TDP1 cell noCPT -36%, KAT2A inh -4% and TDP1 cell CPT -12%.
`COc1cccc(N2CCN(C(=O)CSc3ccc(F)cc3)CC2)c1` gave TDP1 cell noCPT inconclusive, KAT2A inh -6% and TDP1 cell CPT -14%.
`CCOc1ccc(NC(=O)N2CCC(NC(=O)C(Cc3ccc(OC)c(OC)c3)NC(C)=O)CC2)cc1` (stereo not given) gave TDP1 cell noCPT -3%, KAT2A inh -19% and TDP1 cell CPT -16%.
Screening Cc1cc(C(=O)N2CCN(c3ccc([N+](=O)[O-])cc3)CC2)no1 returned TDP1 cell noCPT inconclusive, KAT2A inh -2% and TDP1 cell CPT inconclusive.
Screening CN1C(=O)CSc2ccc(NC(=O)N3CCN(c4ccccn4)CC3)cc21 returned TDP1 cell noCPT inconclusive, KAT2A inh 2% and TDP1 cell CPT inconclusive.
Screening Cc1[nH]c2ccccc2c1C1N2CC3(C)CN1CC(C)(C2)C3=O (stereo not given) returned TDP1 cell noCPT -13%, KAT2A inh -3% and TDP1 cell CPT -15%.
Screening CCSc1ncc(Cl)c(C(=O)Nc2cc(C)ccc2C)n1 returned TDP1 cell noCPT 7%&-17%, KAT2A inh -5%&0% and TDP1 cell CPT -3%&-23%.
Screening COC/C=C/C1=CC2=CC(=O)C(C)(OC(=O)c3cnc4ccccc4n3)C(=O)C2=CN1CCN1CCOCC1 (stereo not given) returned TDP1 cell noCPT inconclusive, KAT2A inh 1% and TDP1 cell CPT inconclusive.
For CCn1cc(C(=O)NCCc2ccccc2)c(=O)c2cc(S(=O)(=O)N3CCc4ccccc4C3)ccc21 the results were TDP1 cell noCPT 21µM*, KAT2A inh -2% and TDP1 cell CPT inconclusive.
Cc1ccsc1/C=N/NC(=O)CN1CCN(S(=O)(=O)c2ccc(Br)cc2)CC1 was read as TDP1 cell noCPT inconclusive, KAT2A inh -3% and TDP1 cell CPT inconclusive.
Screening COc1cccc(NC(=S)NN=C2CCCCCC2)c1 returned TDP1 cell noCPT 5.2µM*, KAT2A inh -5% and TDP1 cell CPT 3.7µM*.
For COc1ccc(Cl)cc1NC(=O)Cn1cc(C(=O)c2ccncc2)c(=O)c2cc(C)ccc21 the results were TDP1 cell noCPT inconclusive, KAT2A inh 1% and TDP1 cell CPT inconclusive.
For COC(=O)c1ccc(C(=O)NCCCCO)cc1 the results were TDP1 cell noCPT -3%, KAT2A inh -4% and TDP1 cell CPT -6%.
Screening CCc1ccc(C(=O)c2cn(CC(=O)Nc3ccc(Cl)cc3)c3cc4c(cc3c2=O)OCO4)cc1 returned TDP1 cell noCPT 16µM*, KAT2A inh -4% and TDP1 cell CPT 15µM*.

Next part (4 carried over from the part before).
Screening COc1cccc(NC(=S)NN=C2CCCCCC2)c1 returned TDP1 cell noCPT 5.2µM*, KAT2A inh -5% and TDP1 cell CPT 3.7µM*.
For COc1ccc(Cl)cc1NC(=O)Cn1cc(C(=O)c2ccncc2)c(=O)c2cc(C)ccc21 the results were TDP1 cell noCPT inconclusive, KAT2A inh 1% and TDP1 cell CPT inconclusive.
For COC(=O)c1ccc(C(=O)NCCCCO)cc1 the results were TDP1 cell noCPT -3%, KAT2A inh -4% and TDP1 cell CPT -6%.
Screening CCc1ccc(C(=O)c2cn(CC(=O)Nc3ccc(Cl)cc3)c3cc4c(cc3c2=O)OCO4)cc1 returned TDP1 cell noCPT 16µM*, KAT2A inh -4% and TDP1 cell CPT 15µM*.
CCN1CCN(S(=O)(=O)c2ccc(Cl)c(C(=O)N(C)C(c3ccccc3)c3ccccc3)c2)CC1 was read as TDP1 cell noCPT inconclusive, KAT2A inh -4% and TDP1 cell CPT inconclusive.
For Cc1ccc(/C=C2\SC(=S)N(CCCC(=O)Nc3ccccc3C(=O)O)C2=O)cc1 the results were TDP1 cell noCPT 7%, KAT2A inh -2% and TDP1 cell CPT -7%.
`COc1ccccc1N1CCN(C(=O)CCNS(=O)(=O)c2ccc3c(c2)CCN3C(=O)C2CC2)CC1` gave TDP1 cell noCPT 23µM*, KAT2A inh -2% and TDP1 cell CPT 16µM*.
CCOC(=O)N1CCN(c2nnc(-c3ccccc3)c3ccccc23)CC1 was read as TDP1 cell noCPT inconclusive, KAT2A inh -3% and TDP1 cell CPT -8%.
`CCCOc1ccc(NC(=O)CC2C(=O)N(c3cccc(OC)c3)C(=O)N2Cc2cccs2)cc1` (stereo not given) gave TDP1 cell noCPT 21µM*, KAT2A inh -5% and TDP1 cell CPT inconclusive.
O=C(COCc1cc(-c2ccc(F)cc2)on1)Nc1cccc(C(F)(F)F)c1 was read as TDP1 cell noCPT inconclusive, KAT2A inh -14% and TDP1 cell CPT inconclusive.
Screening CCCNC(=O)C1(C)CCN(Cc2cc3ccccc3o2)C1 (stereo not given) returned TDP1 cell noCPT inconclusive and TDP1 cell CPT inconclusive.
`NCCCCCC(=O)Nc1ccncc1` gave TDP1 cell noCPT -7%, KAT2A inh -2% and TDP1 cell CPT -10%.
Screening CN1CC(=O)Nc2ccc([N+](=O)[O-])cc2C1=O returned TDP1 cell noCPT -4%, KAT2A inh 0% and TDP1 cell CPT -15%.
For COc1cccc(NC(=O)CN(C)C(=O)CSc2ncnc3sc(C)c(C)c23)c1 the results were TDP1 cell noCPT inconclusive, KAT2A inh -5% and TDP1 cell CPT inconclusive.
O=C(CCS(=O)(=O)c1cccs1)Nc1ccc(C(=O)NC2CCCC2)cc1 was read as TDP1 cell noCPT 16%, KAT2A inh 0% and TDP1 cell CPT 1%.
For COC(=O)Cc1[nH]nc2c1C1(C(=O)N(Cc3ccccc3)c3ccccc31)C(C#N)=C(N)O2 (stereo not given) the results were TDP1 cell noCPT -7%, KAT2A inh -2% and TDP1 cell CPT -9%.
For Cc1ccc(/C=C/c2onc(C)c2S(=O)(=O)N2CCC(C(=O)N3CCOc4ccccc43)CC2)cc1 the results were TDP1 cell noCPT -10%, KAT2A inh 6% and TDP1 cell CPT inconclusive.
COc1ccc(C(=O)N2CCOc3ccc(CN4CCN(c5ccccn5)CC4)cc3C2)o1 was read as TDP1 cell noCPT -22% and TDP1 cell CPT 4%[9.04 µM].
For COCc1nnc(NS(=O)(=O)c2ccc(C)cc2)s1 the results were TDP1 cell noCPT -12%, KAT2A inh 1% and TDP1 cell CPT 0%.

A draw from above in order of number of heavy atoms, largest number first.
`COc1ccccc1N1CCN(C(=O)CCNS(=O)(=O)c2ccc3c(c2)CCN3C(=O)C2CC2)CC1` gave TDP1 cell noCPT 23µM*, KAT2A inh -2% and TDP1 cell CPT 16µM*.
`CCCOc1ccc(NC(=O)CC2C(=O)N(c3cccc(OC)c3)C(=O)N2Cc2cccs2)cc1` (stereo not given) gave TDP1 cell noCPT 21µM*, KAT2A inh -5% and TDP1 cell CPT inconclusive.
For COc1cccc(NC(=O)CN(C)C(=O)CSc2ncnc3sc(C)c(C)c23)c1 the results were TDP1 cell noCPT inconclusive, KAT2A inh -5% and TDP1 cell CPT inconclusive.

(cont.)
Screening NS(=O)(=O)c1ccc(CCNC(=O)C(=O)NCC2OCCN2S(=O)(=O)c2ccc(Cl)cc2)cc1 (stereo not given) returned TDP1 cell noCPT inconclusive, KAT2A inh inconclusive and TDP1 cell CPT 23µM*.
CN(C)c1ccc(CN(C)C2CCCCC2)cc1 was read as TDP1 cell noCPT -21%, KAT2A inh 1% and TDP1 cell CPT -1%.
`Cc1c(CC(=O)NCc2ccccc2)c(=O)oc2c(C)c(O)ccc12` gave TDP1 cell noCPT 13µM*, KAT2A inh -10% and TDP1 cell CPT 13µM*.
For Cc1c(Cl)cnc(NC(=O)COC(=O)[C@H](C)NC(=O)c2ccccc2)c1Cl the results were TDP1 cell noCPT -19%, KAT2A inh -8% and TDP1 cell CPT 4%.
For CCOc1ccc2nc3ccc4[nH]onc4c3c2c1 the results were TDP1 cell noCPT inconclusive and TDP1 cell CPT inconclusive.
`Cc1nc(CSc2ccc(Cl)cc2)cc(NCc2ccccc2)n1` gave TDP1 cell noCPT inconclusive, KAT2A inh -6% and TDP1 cell CPT inconclusive.
`CC1=C(C(=O)OC(C)C)C(c2ccncc2)n2ncnc2N1` (stereo not given) gave TDP1 cell noCPT -13% and TDP1 cell CPT 6%.
CC(=O)C1C=CC(C)(C(=O)O)C2C=C(C)C(=O)C(C)(O)C12 (stereo not given) was read as TDP1 cell noCPT -2% and TDP1 cell CPT 6%.
O=C(NCc1ccc2c(c1)OCO2)C1CCN(C(=O)Nc2ccc(Cl)cc2)CC1 was read as TDP1 cell noCPT -11%, KAT2A inh -2% and TDP1 cell CPT -3%.
`CN1CCC(=O)N([C@H](CSc2ccccc2)c2ccccc2)CC1` gave TDP1 cell noCPT 18µM*!, KAT2A inh 1% and TDP1 cell CPT inconclusive.
Screening COC(=O)CCC(=O)Nc1cccc2ccccc12 returned TDP1 cell noCPT -9%, KAT2A inh -1% and TDP1 cell CPT 3%.
